IL1B NFkB pot – enhances IL-1B driven NFkB nuclear translocation; HUVEC IL-1B NFkB p65 nuclear translocation imaging; activation, % at 2 µM; 0.3% of 94,000 active;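 active = activation above 40%, about the mean plus 3 SD, also judged a hit on visual image review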;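 also: percent activation is computed from the nuclear over cytoplasmic p65 intensity ratio; values of inactives mirror those of a sister screen read the other way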
MRP resist rev – MRP-mediated drug resistance reversal | AID 602 | H69AR cells + 2 uM doxorubicin, CellTiter-Glo, 72 h | 0.04% of 85,000 active | differential viability (reversal), % at 10 µM;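 active = viability drop by adding the cancer drug above about 55%, with treated viability meeting a 40% cutoff, limit read from the data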;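 also: viability without doxorubicin minus viability with 2 µM doxorubicin for each compound; larger differential means the compound sensitizes cells more to doxorubicin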
Bcl-B displacement – displacers of TR3 peptide from Bcl-B, primary screen, selectivity assay for Bfl-1 inhibitor project, biochemical, fluorescence polarization. 0.11% of 96,000 active. FP displacement of FITC-TR3 peptide from Bcl-B; higher % means a stronger effect. displacement, % at 20 µM; hits with a dose series show IC50 in µM. AID 748;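 active = displacement above 50% at 20 µM plus a fluorescence interference ratio under 1.5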;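 also: plate controls were wells without compound for no effect and wells lacking Bcl-B protein for full effect; a part of the inactive calls stands beside numbers as strong as those of hits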
PLAP inhibition – inhibition of human placental alkaline phosphatase – biochemical, luminescence, HTS (AID 690). purified PLAP, luminescent substrate; higher % means a stronger effect. inhibition, % at 20 µM, or IC50 in µM where a hit was titrated. 0.08% of 96,000 active; in the data active = a potency from the dose series; inactive = the rest, 99 in 100 with inhibition below about 30%; also: strong numbers were not always called active
IL1B NFkB inh – blocks IL-1B driven NFkB nuclear translocation in HUVEC cells; HUVEC IL-1B NFkB p65 nuclear translocation imaging; inhibition, % at 2 µM; 0.43% of 94,000 active; AID 796;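 active = inhibition above about 30% together with a positive call from visual inspection of the well image, limit read from the data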;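 also: nuclear over cytoplasmic p65 intensity ratio measured by imaging; 0% = IL-1B stimulated DMSO wells and 100% = unstimulated DMSO wells; values of inactives mirror those of a sister screen read the other way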
MRP resist rev cytotoxicity – second read-out of MRP resist rev, no call of its own (marks repeat the call); viability, %; H69AR cells, CellTiter-Glo, 72 h; measured here: cytotoxicity without doxorubicin
MRP resist rev with doxorubicin – also measured in MRP resist rev; calls as there; viability, %; measured here: viability with 2 uM doxorubicin; stronger effect = lower value
IL1B NFkB inh cell count 2 µM – further read-out of IL1B NFkB inh, marked with its call; cell count; measured here: cells passing quality filter;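 raw number of nuclei counted in each imaged well without normalization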
IL1B NFkB pot cell count 2 µM – also measured in IL1B NFkB pot; calls as there; cell count; measured here: cells passing quality filter
* marks the source's active call; other numbers are inactive results; . = not tested or not shown. The list is partial; rates above refer to the full screens.

SMILES | IL1B NFkB pot | IL1B NFkB pot cell count 2 µM | MRP resist rev | MRP resist rev cytotoxicity | MRP resist rev with doxorubicin | Bcl-B displacement | PLAP inhibition | IL1B NFkB inh | IL1B NFkB inh cell count 2 µM
N#Cc1c(-n2ccnc2)cccc1-n1ccnc1 | 12.0 | 114 | . | . | . | 6.1% | 14.5% | -12.0 | 114
Cc1cccc(NC(=S)N2N=CCC2c2ccccc2)c1 (stereo unspecified) | -1.8 | 139 | -0.1 | 91.2 | 91.3 | -8.3% | 7.0% | 1.8 | 139
Cc1nc(Nc2ccc3c(c2)OCCO3)c2oc3ccccc3c2n1 | 87.1* | 166* | -3.4 | 79.8 | 83.2 | -4.4% | -35.3% | -87.1 | 166
CCOC(=O)COC(=O)c1ccc(O)cc1 | . | . | 11.1 | 101.6 | 90.5 | -6.4% | 12.1% | . | .
Cc1cccc(-c2nnc(-c3ccccc3)o2)c1 | -5.9 | 157 | 2.2 | 86.8 | 84.6 | -24.5% | -3.5% | 5.9 | 157
COc1cc(O)oc1C=Nc1ccc(Cl)cc1 | 0.1 | 171 | . | . | . | -19.7% | 2.9% | -0.1 | 171
CCOc1ccc(Nc2nc(NCCN3CCOCC3)nc(OC)n2)cc1 | 1.5 | 85 | 11.1 | 89.2 | 78.2 | -5.9% | -26.0% | -1.5 | 85
O=c1nc(-c2ccccc2)c2ccccc2[nH]1 | 1.0 | 190 | -2.3 | 102.6 | 104.9 | -16.5% | -8.2% | -1.0 | 190
Cc1ccc(NC(=O)CSc2nc3ccccc3c3nc4ccccc4n23)cc1 | -20.8 | 123 | . | . | . | -16.5% | -32.0% | 20.8 | 123
C/C(=N\NC(=O)CC1N=C(Cc2ccccc2)NNC1=O)c1ccc(C)cc1 (stereo unspecified) | -8.1 | 160 | -15.3 | 75.3 | 90.6 | -2.4% | -5.1% | 8.1 | 160
CC1CN(S(=O)(=O)c2ccc(Cl)c(S(=O)(=O)N3CC(C)OC(C)C3)c2)CC(C)O1 (stereo unspecified) | -12.8 | 107 | 5.7 | 82.0 | 76.3 | -2.6% | 3.0% | 12.8 | 107
Cn1ccnc1SCc1cn2ccccc2n1 | . | . | -0.3 | 99.0 | 99.4 | 7.5% | -2.3% | . | .
COc1ccc(OCCSc2nc(N)cc(N)n2)cc1 | 27.9 | 174 | 9.4 | 95.8 | 86.4 | 1.3% | 22.9% | -27.9 | 174
COc1ccccc1C(=O)NCC(c1cccnc1)N(C)C (stereo unspecified) | 15.4 | 102 | 9.4 | 91.5 | 82.2 | 2.2% | -12.7% | -15.4 | 102
O=C(CCNc1n[nH]c(=O)[nH]c1=O)N1CCOCC1 | -1.8 | 131 | -15.0 | 84.6 | 99.5 | 10.1% | -0.2% | 1.8 | 131
O=C1CCCCCN1Sc1ccccc1 | -0.8 | 120 | 0.2 | 3.0 | 2.8 | -5.5% | 20.2% | 0.8 | 120
CCn1c(SCC(=O)Nc2nc3ccccc3s2)nnc1-c1ccc(OC)cc1 | 20.8 | 116 | 8.5 | 86.2 | 77.7 | -6.3% | -48.8% | -20.8 | 116
COc1ccc2cc(C#N)c(NC(C)C)nc2c1 | 0.1 | 167 | 12.7 | 90.1 | 77.4 | -9.3% | -15.1% | -0.1 | 167
CCCN(Cc1cc2cc(C)ccc2[nH]c1=O)S(C)(=O)=O | -9.1 | 104 | -6.4 | 95.1 | 101.4 | -1.5% | 7.2% | 9.1 | 104
CCOc1ccc(C(=O)N(CN2CCCC2=O)c2ccccc2)cc1 | -0.7 | 129 | 2.1 | 98.3 | 96.2 | -3.6% | -40.4% | 0.7 | 129
Clc1ccccc1OCc1nnc(-c2ccccc2Br)o1 | 6.5 | 104 | 24.8 | 88.6 | 63.8 | 4.8% | -10.6% | -6.5 | 104
Oc1c(-c2cc(-c3ccco3)[nH]n2)ccc2ccccc12 | 14.2 | 161 | -28.4 | 61.3 | 89.6 | 1.3% | -85.8% | -14.2 | 161
O=C(NC1CCCCC1)N1CCc2ccccc21 | 17.6 | 157 | -7.2 | 73.2 | 80.4 | -6.5% | 16.0% | -17.6 | 157
Cc1ccnc2nc(C(=O)Nc3cc(Cl)ccc3N3CCOCC3)nn12 | -5.9 | 181 | . | . | . | 0.9% | -3.6% | 5.9 | 181
CCN(CC)c1nc2cc(OC)ccc2cc1C#N | -11.0 | 192 | -13.0 | 65.2 | 78.2 | -13.2% | -25.1% | 11.0 | 192
Cc1ccc(-n2cnc(=O)c3cccnc32)cc1 | 4.6 | 158 | . | . | . | -5.7% | -0.4% | -4.6 | 158
Nc1ccc(-c2sc(N)nc2-c2ccccc2)cc1 | -1.6 | 156 | . | . | . | -0.7% | 9.3% | 1.6 | 156
COc1ccc(CCNC(=O)CN2CCN(Cc3ccc(F)cc3)C2=O)cc1OC | 4.5 | 179 | 7.2 | 99.3 | 92.2 | -12.3% | -58.0% | -4.5 | 179
CCn1c(=O)c2c3c(sc2n2cnnc12)CCC3 | 16.8 | 124 | -2.9 | 86.5 | 89.4 | 4.7% | 21.8% | -16.8 | 124
O=C(CSc1ncn[nH]1)NC1CC2CCC1C2 (stereo unspecified) | 6.9 | 148 | -11.6 | 94.1 | 105.6 | -6.2% | 16.1% | -6.9 | 148
COCCn1nnnc1C(c1ccccc1)N1CCN(Cc2ccc3c(c2)OCO3)CC1 (stereo unspecified) | . | . | 4.3 | 88.5 | 84.2 | -9.4% | -23.7% | . | .
Cc1cc(CN2C(=O)c3ccccc3C2=O)cc(N2CCOCC2)c1 | -0.3 | 111 | 11.8 | 100.7 | 88.9 | 1.8% | -35.7% | 0.3 | 111
CCCCCCc1cc2cc(-c3nnc(-c4ccccc4O)o3)c(=O)oc2cc1O | . | . | . | . | . | -117.1% | -34.3% | . | .
CCc1ccc(OCCNC(=O)c2cccs2)cc1 | 11.6 | 174 | 8.3 | 90.3 | 82.0 | 0.0% | 2.0% | -11.6 | 174
Cc1c(NC(=O)c2ccc(F)c(S(=O)(=O)N3CCOCC3)c2)c(=O)n(-c2ccccc2)n1C | 12.8 | 157 | 25.0 | 97.3 | 72.3 | 2.3% | 19.2% | -12.8 | 157
N#Cc1cc2sc3nnc(-c4ccncc4)n3c2cc1C#N | . | . | -28.8 | 28.9 | 57.7 | 4.5% | 18.7% | . | .
COC(=O)[C@H](Cc1ccccc1)NC(=O)NCc1ccc(S(N)(=O)=O)cc1 | -2.6 | 150 | 3.2 | 90.5 | 87.3 | 3.0% | -28.6% | 2.6 | 150
COc1ccc(/C=N/n2c(=O)[nH]c3c([nH]c4ccc(C)cc43)c2=O)cc1CN1CCOCC1 | 9.6 | 96 | -15.3 | 74.9 | 90.2 | -6.2% | -50.7% | -9.6 | 96
COc1ccc(CC(=O)Nc2ccc(S(=O)(=O)NC(C)C)cc2)cc1 | 9.1 | 67 | 3.2 | 100.5 | 97.3 | 9.0% | -6.4% | -9.1 | 67
O=C(Nc1ccc2c(c1)OCO2)c1cc2n(n1)C(C(F)(F)F)CC(c1ccccc1)N2 (stereo unspecified) | 9.2 | 144 | -3.0 | 70.8 | 73.8 | -2.3% | 11.9% | -9.2 | 144

As entered above:
Entry for O=C(CSc1ncn[nH]1)NC1CC2CCC1C2 (stereo unspecified) under IL1B NFkB inh: -6.9
Entry for CCOc1ccc(C(=O)N(CN2CCCC2=O)c2ccccc2)cc1 under IL1B NFkB pot cell count 2 µM: 129
Entry for O=C1CCCCCN1Sc1ccccc1 under IL1B NFkB inh cell count 2 µM: 120
Entry for Cc1cccc(-c2nnc(-c3ccccc3)o2)c1 under MRP resist rev: 2.2

Going on with the list:
SMILES | IL1B NFkB pot | IL1B NFkB pot cell count 2 µM | MRP resist rev | MRP resist rev cytotoxicity | MRP resist rev with doxorubicin | Bcl-B displacement | PLAP inhibition | IL1B NFkB inh | IL1B NFkB inh cell count 2 µM
COc1ccc(C(=O)OCC(=O)Nc2ccc(F)cc2F)cc1OC | -4.3 | 167 | 8.7 | 100.4 | 91.7 | 1.0% | 14.7% | 4.3 | 167
Cc1c(N=Cc2cccnc2)c(=O)n(-c2ccccc2)n1C | 1.2 | 154 | 19.2 | 106.1 | 86.9 | . | . | -1.2 | 154
Cc1ccc(-c2nn(Cc3ccccc3)cc2/C=C/C(=O)O)cc1 | -7.0 | 168 | -4.9 | 75.5 | 80.4 | 9.8% | -19.1% | 7.0 | 168
O=C(CSc1ncccn1)n1c2c(c3ccccc31)CCCC2 | . | . | . | . | . | -0.1% | -10.1% | . | .
CC1CN(Cc2cc(=O)n3ccsc3n2)CC(C)O1 (stereo unspecified) | 2.5 | 160 | 1.2 | 95.7 | 94.5 | 2.0% | -18.3% | -2.5 | 160
O=S(=O)(c1ccccc1)N1CCN(S(=O)(=O)c2ccccc2)C1 | 18.6 | 151 | . | . | . | 1.8% | 4.2% | -18.6 | 151
CCn1c(SCC(=O)Nc2ccc(N3CCOCC3)cc2)nnc1-c1ccc(OC)cc1 | -0.4 | 164 | . | . | . | 8.1% | 0.2% | 0.4 | 164
O=C(c1ccc(Cl)cc1)c1cnc(Nc2ccccc2Cl)s1 | 2.6 | 155 | . | . | . | -5.0% | -19.2% | -2.6 | 155
O=C(NCc1ccccc1)c1ccc(S(=O)(=O)N2CCCc3ccccc32)cc1 | -7.8 | 125 | -13.7 | 61.0 | 74.8 | 13.9% | 14.1% | 7.8 | 125
O=C(Nc1nc2c(s1)CCCC2)c1cccnc1 | . | . | -1.1 | 98.8 | 99.9 | -2.1% | 9.2% | . | .
O=C(Nc1ccccc1)N(CCN1CCOCC1)Cc1ccccc1F | 8.2 | 94 | 2.0 | 88.5 | 86.4 | -3.5% | 0.3% | -8.2 | 94
O=C(c1ccccc1S(=O)(=O)NCC(O)COc1ccc([N+](=O)[O-])cc1)N1CCCCC1 (stereo unspecified) | -7.5 | 122 | -12.2 | 85.7 | 98.0 | -0.8% | -29.6% | 7.5 | 122
COC(=O)c1cc[n+](CC(=O)c2ccccc2)cc1 | 23.2 | 194 | . | . | . | -4.3% | 30.6% | -23.2 | 194
O=S(=O)(NCCc1ccncc1)c1cc(Br)ccc1F | 7.7 | 13 | -10.5 | 86.8 | 97.3 | -6.0% | 17.1% | -7.7 | 13
CCOC(=O)Nc1ccc(NC(=O)OCC)cc1 | 7.8 | 185 | 15.4 | 106.8 | 91.3 | -5.7% | -13.9% | -7.8 | 185
O=C(NCCCNc1ccc(C(F)(F)F)cc1[N+](=O)[O-])c1ccc(Cl)cc1 | -6.5 | 149 | . | . | . | -3.4% | 6.6% | -3.6 | 138
Cc1cccc(NC(=S)NC(=O)CCc2ccccc2)c1C | 10.1 | 164 | . | . | . | 0.8% | -17.0% | -10.1 | 164
Cc1cc(NS(=O)(=O)c2cccs2)no1 | 28.1 | 167 | -0.5 | 79.0 | 79.6 | -13.7% | 19.1% | -28.1 | 167
CCOc1cc(S(=O)(=O)NC2CCCCCC2)ccc1F | 7.7 | 107 | -13.4 | 90.3 | 103.7 | 6.0% | 12.4% | -7.7 | 107
Clc1cccc(CNc2nnnn2-c2ccccc2)c1 | 2.3 | 148 | 20.7 | 96.2 | 75.5 | -1.9% | 8.0% | -2.3 | 148
Clc1ccc(OCCn2cnc3ccccc32)cc1 | 8.2 | 141 | . | . | . | -5.6% | 1.2% | -8.2 | 141
COC(=O)c1nc2n(n1)C(c1ccc(OC)c(OC)c1)C(C(=O)OC1CCCCC1)=C(C)N2 (stereo unspecified) | 9.3 | 158 | -4.6 | 76.3 | 81.0 | -2.5% | -42.2% | -9.3 | 158
CN1CCN(C2=C(Cl)C(=O)N(CCc3ccccc3)C2=O)CC1 | -3.3 | 111 | -2.4 | 60.1 | 62.5 | 0.0% | -8.0% | 3.3 | 111

Quoted at random: two compounds from above
SMILES | IL1B NFkB pot | IL1B NFkB pot cell count 2 µM | MRP resist rev | MRP resist rev cytotoxicity | MRP resist rev with doxorubicin | Bcl-B displacement | PLAP inhibition | IL1B NFkB inh | IL1B NFkB inh cell count 2 µM
O=S(=O)(c1ccccc1)N1CCN(S(=O)(=O)c2ccccc2)C1 | 18.6 | 151 | . | . | . | 1.8% | 4.2% | -18.6 | 151
Clc1ccccc1OCc1nnc(-c2ccccc2Br)o1 | 6.5 | 104 | 24.8 | 88.6 | 63.8 | 4.8% | -10.6% | -6.5 | 104

High-throughput results deposited in PubChem BioAssay by several laboratories.
